Bioassay records deposited in PubChem by National Center for Advancing Translational Sciences (NCATS).
KAT2A inh: inhibitors of human GCN5L2 histone acetyltransferase; 390,000 tested, 0.21% active; Q92830; Potency, µM (highest dose often 58.9 µM), for the others: at the top dose activity change, negative = inhibition, hits mostly inhibitors; GCN5L2 HAT assay, ThioGlo1 CoA-SH fluorescence
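GCN5L2 (20nM final) in 50mM HEPES, 0.1mM EDTA pH 7.5, 0.01% Tween-20 was preincubated 15 min at room temperature with compound, then given ThioGlo1 (50uM), H3(1-25) peptide (75uM) and acetyl-CoA (70uM); CoA-thiol fluorescence (Ex340/Em540) was read at 0 and 20 min.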
FEN1 inhibitor: inhibitors of human flap endonuclease 1; Recombinant FEN1 flap cleavage, fluorescence, 15 min; Potency, µM (highest dose often 114 µM), without a hit: at the highest dose activity change, negative = inhibition, actives largely listed as inhibitors; 390,000 tested, 0.35% active; AID 588795; also: nearly all actives have a fitted effect of over 65% in size
Target sequence (P39748 whole entry, looked up): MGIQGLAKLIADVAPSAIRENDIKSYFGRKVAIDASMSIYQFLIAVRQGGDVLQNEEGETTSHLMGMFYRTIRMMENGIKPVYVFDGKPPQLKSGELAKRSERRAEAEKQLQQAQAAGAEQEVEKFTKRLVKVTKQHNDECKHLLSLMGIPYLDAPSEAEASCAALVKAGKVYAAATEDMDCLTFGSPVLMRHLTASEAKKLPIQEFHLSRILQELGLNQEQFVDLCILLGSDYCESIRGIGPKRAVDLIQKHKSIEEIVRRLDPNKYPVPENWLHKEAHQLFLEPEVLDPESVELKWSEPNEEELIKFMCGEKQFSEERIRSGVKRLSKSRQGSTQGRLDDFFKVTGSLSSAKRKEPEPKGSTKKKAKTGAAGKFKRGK
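Read-out was taken twice, immediately and after 15 min, following addition of 50 nM substrate to 10 nM FEN1 that had sat with test compound for 15 min at room temperature. Curves came from a four-parameter Hill model.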
TDP1 cell CPT: DT40-hTDP1 cell growth loss with CPT; AID 686979; Potency, µM (series often up to 46.2 µM), without a hit: top-dose activity change, negative = growth inhibition, most hits filed as inhibitors; chicken DT40 Tdp1-/-;hTDP1 cells + 20 nM CPT, ATP luminescence, 48 h; 420,000 tested, 12% active; also: nearly all actives have a fitted effect of over 55% in size
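Chicken DT40 Tdp1-/- cells stably complemented with human TDP1 were seeded at 400 cells/well in medium containing 20 nM camptothecin, exposed to pin-transferred compounds, and grown at 37 °C for at least 48 hr. Viability was read as ATP luminescence.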
An asterisk follows results filed as active; ? = inconclusive; · = no result given; [ ] = another dose, or the depositor's remark. Calls follow the shape of the dose curve; as a rule, active = well fitted curve in the direction sought with a large enough effect; inconclusive = small, poorly fitted or top-dose-only effect, or another doubt; inactive = no such curve, though single readings can be large; an effect the other way counts as inactive or inconclusive. % is scaled to controls: 0 for no effect and ±100 for the full control effect; potency is read from the fitted curve at half-maximal effect. A portion of the library. The share of hits here may be higher or lower than overall.

Order of values – KAT2A inh, FEN1 inhibitor, TDP1 cell CPT
1) CN1CCC(N(C)S(=O)(=O)c2ccc(NC(=O)COc3ccc([N+](=O)[O-])cc3)cc2)CC1
    -12%, -1%, 3%
2) COc1cccc(CCNC(=O)c2c(O)nc3c(C)cccn3c2=O)c1
    0%, -3%, 18µM*
3) Cc1c(Cl)cccc1-n1c(SCC(=O)NCc2ccccc2Cl)nnc1-c1ccncc1
    23%, 14%, 14µM*
4) Cc1cc(NC(=O)CCC(=O)N(c2ccccc2)C(C(=O)NC2CCCC2)c2ccc(F)cc2)no1 (configuration not stated)
    -3%, -1%, 5%
5) COc1ccc(-c2csc(-c3cccs3)n2)cc1OC
    1%, 1%, -22%
6) O=S(=O)(c1ccc(Cl)cc1)c1nc(-c2ccccc2F)oc1NCc1ccccc1
    -1%, -1%, ?
7) Cc1ccc2nc3ccc(N4CCCCCCC4)nn3c(=O)c2c1
    -4%, 0%, ?
8) Cc1cc(=O)[nH]c(N/N=C/c2c[nH]c3ccccc23)n1
    -13%, -29%, ?
9) COc1cc2c(NC3CCN(C)CC3)nc(N3CCCN(C)CC3)nc2cc1OCCCN1CCOCC1
    ·, 22µM*, 7.9µM*
10) COc1cc(OC)c(C2C(C#N)=C(N)Oc3cc(C)n(CCCN4CCOCC4)c(=O)c32)cc1OC (configuration not stated)
    -8%, -1%, 3%
11) Cc1cc(S(=O)(=O)Nc2ccc(C(=O)NCC(c3ccco3)N(C)C)cc2)ccc1F (configuration not stated)
    -4%, 4%, -5%
12) CCC(=O)Nc1ccc(NC(=O)c2cc3ccccc3o2)cc1
    1%, 4%, -6%
13) COc1cc(C2CC(=O)Nc3cc4c(cc32)OCO4)cc(OC)c1O (configuration not stated)
    -6%, -3%, 3%
14) Cc1occc1-c1nnc(SCC(=O)NCCc2ccccc2)n1Cc1ccccc1
    -15%, 6%, ?
15) Cc1[nH]nc2c1C(c1ccc(-c3ccc(Cl)cc3)o1)C(C#N)=C(N)O2 (configuration not stated)
    -5%, -5%, 13µM*
16) CCOc1ccc(NC(=S)N2CCC(N(C)CC3CCCO3)CC2)cc1 (configuration not stated)
    -8%, 3%, -15%
17) c1ccc(COc2ccc(OCCCN3CCCCC3)cc2)cc1
    -5%[0.501 µM], -2%, ?
18) CC(Cc1cccs1)NC(=O)Nc1ccc(Cl)c(Cl)c1 (configuration not stated)
    -6%, -22%, 23µM*
19) CC(NC(=O)c1cc2sccc2n1Cc1ccc(F)cc1)c1ccccc1 (configuration not stated)
    0%, 24%, ?
20) COc1ccc(NC(=O)c2c(C)oc3ccc(O)c(CN4CCCC(C)C4)c23)cc1Cl (configuration not stated)
    0%, 10%, 23µM*
21) COC(=O)C(C)N(c1ccc(C)cc1)S(=O)(=O)c1c(C)[nH]c(=O)[nH]c1=O (configuration not stated)
    0%, 2%, 9%
22) CC(O)(c1ccccc1)C(C(c1ccccc1)N1CCOCC1)N1CCOCC1 (configuration not stated)
    ·, -6%, 5%
23) Cc1cccc(N/C=C/C(=O)c2cccs2)c1C
    -3%, -1%, -13%
24) COc1ccc(C(CC(=O)c2ccccc2)S(=O)(=O)c2ccc(C)cc2)cc1 (configuration not stated)
    0%, -3%, ?
25) O=C(COc1ccc(/C=N/NC(=O)c2cc3ccccc3o2)cc1Cl)Nc1ccccc1
    0%, -31%, 5.2µM*
26) O=C(Nc1ccc(F)cc1)Nc1ccc(S(=O)(=O)N2CCCC2)cc1
    -12%, -8%, ?
27) Cc1cc(C)nc(NN=C(c2ccccc2)c2ccccc2)n1
    0%, 16%, 16µM*
28) CCCCn1c(N)c(N(CCC(C)C)C(=O)CSc2nc3ccccc3n2C)c(=O)[nH]c1=O
    ·, -4%, -6%
29) O=C(CC12CC3CC(CC(C3)C1)C2)Nc1ccc(C(=O)O)cc1
    -1%, 16%, -7%
30) CN(C)Cc1ccccc1-c1cncnc1Nc1ccncc1
    -9%, ·, -6%
31) NC(=O)c1ccccc1NC(=O)/C=C/c1c(Cl)cccc1Cl
    -16%, 4%, ?
32) Cc1ccc(CN2COc3ccc4c(C)cc(=O)oc4c3C2)cc1
    -14%, -11%, ·
33) O=C(O)c1c(F)c(F)c(F)c(F)c1-c1ccc(Cl)cc1
    -1%, 0%, -2%
34) O=C(CNC(=O)c1ccco1)OCC(=O)c1ccc2c(c1)CCCC2
    -11%, 3%, 5%
35) CCN(CC)S(=O)(=O)c1ccc(OC)c(NC(=S)Nc2cccc(C)c2C)c1
    -5%, -11%, ?
36) CC(OC(=O)c1ccc(NC(=O)CC#N)cc1)C(=O)Nc1ccc2c(c1)OCCO2 (configuration not stated)
    -3%, 3%, -15%
37) CCN(CC)C(=S)Oc1c(Cl)cccc1Cl
    -5%, -26%, -14%
38) N#Cc1ccccc1S(=O)(=O)N1CCN(C(=O)c2cc(-c3ccccc3)nn2-c2ccccc2)CC1
    -19%, 6%, ?
39) O=C(Cn1c(=O)nc(-c2ccccc2F)c2cc(Cl)ccc21)Nc1ccccc1C(F)(F)F
    5%, -2%, -28%
40) Cc1cc(OCC(=O)NCCCn2ccnc2)c2c(C)cc(=O)oc2c1
    -16%, -11%, 1%

Profiles as entered above:
Listed for `CCCCn1c(N)c(N(CCC(C)C)C(=O)CSc2nc3ccccc3n2C)c(=O)[nH]c1=O` → KAT2A inh: ·; FEN1 inhibitor: -4%; TDP1 cell CPT: -6%
Listed for `O=C(Cn1c(=O)nc(-c2ccccc2F)c2cc(Cl)ccc21)Nc1ccccc1C(F)(F)F` → KAT2A inh: 5%; FEN1 inhibitor: -2%; TDP1 cell CPT: -28%

Remaining list, next part
Order of values – KAT2A inh, FEN1 inhibitor, TDP1 cell CPT
41) CCCCC(=O)Nc1ccc2oc(-c3ccncc3)nc2c1
    -29%, 0%, -3%
42) Cc1ccc(CCNC(=O)C2CCC(CNc3c(N4CCC(C)CC4)c(=O)c3=O)CC2)cc1 (configuration not stated)
    0%, 6%, ?
43) CC(=O)C1C(c2ccc(Br)cc2)C2C(C)=NN=C2CC1(C)O (configuration not stated)
    37%[activator], -17%, 4%
44) Cc1ccc(C(=O)N2CCN3C(=O)c4ccccc4C23c2ccc(Cl)cc2)cc1 (configuration not stated)
    2%, 11%, 8.2µM*
45) Cc1ccc(-c2nn(-c3ccccc3)cc2/C=C2\SC(=S)N(CC(=O)O)C2=O)cc1
    ?, -18%, ?
46) O=C(O)c1cccc(Oc2ccccc2[N+](=O)[O-])c1
    -3%, -5%, 3%
47) O=C(NCCCN1CCOCC1)c1ccc2c(=O)n(Cc3ccccc3)c(=S)[nH]c2c1
    -5%, 8%, -23%
48) Cc1ccc(-n2ncc(C(=O)NCc3ccco3)c2C2CCN(C(=O)OC(C)(C)C)CC2)cc1C
    -5%, -22%, 16µM*
49) COc1ccc(-n2nc([N+](=O)[O-])c(=NCCc3ccccc3)n2O)cc1
    -6%, -2%, 16µM*
50) COc1cc(NC(=O)C(c2ccccc2)c2ccccc2)c(C(=O)O)cc1OC
    -5%, -2%, -3%
51) Cc1c(C(=O)OC(C)C)sc(N)c1C(=O)OC(C)C
    -16%, -21%, -24%
52) Cc1ccc(C(C(=O)NC(C)(C)C)N(C(=O)c2csnn2)c2cccc(F)c2)o1 (configuration not stated)
    4%, 4%, -4%
53) CC(=O)Nc1nonc1-c1nnc(SCc2ccccc2F)n1C
    -3%, 3%, ?
54) CCOc1ccccc1-c1nc(CN2CCCC2c2nccs2)c(C)o1 (configuration not stated)
    1%, -5%, ?
55) COc1ccc(CNC(=O)C(=O)NCC2OCCN2C(=O)c2ccc(OC)cc2)cc1 (configuration not stated)
    -21%, -2%, 3%
56) Cc1ccccc1NC(=O)CSc1nnc(COc2ccc(Cl)cc2)o1
    -1%, -8%, 4%
57) NC1=NC[C@@H](Cc2ccc(O)cc2)N1CCC12CC3CC(CC(C3)C1)C2
    ·, -9%, 21µM*
58) NC(=O)c1c(-c2cccs2)csc1N
    -7%, 1%, -24%
59) C/C(=N\NC(=O)c1cc(C)nc2ccccc12)c1ccco1
    -1%, 6%, 12%
60) O=C(Cn1cc(S(=O)(=O)Cc2cccc(F)c2)c2ccccc21)N1CCOCC1
    0%, 1%, 18%
61) COc1ccc(OCCN(C)C(=O)c2cccc(S(=O)(=O)N(C)c3ccccc3)c2)cc1
    -5%, -15%, 12µM*
62) CCOC(=O)Nc1ccc2c(c1)N(C(=O)CN1CCN(CCO)CC1)c1ccccc1CC2
    -5%, -17%, -22%
63) Cc1nnc2n(-c3ccccc3)c(=O)c3c4c(sc3n12)CCCC4
    -1%, 7%, ?
64) Cc1ccccc1CNC(=O)c1oc2c(c1C)-c1nn(Cc3ccc(Cl)cc3)cc1CC2
    -13%, -16%, ?
65) COc1ccc(S(=O)(=O)c2c(O)c3ccc(C(=O)NCc4ccccc4)cc3[nH]c2=O)cc1
    0%, 11%, 18%
66) O=C(/C=C/c1ccc(-c2ccccc2[N+](=O)[O-])o1)c1ccccc1
    -9%, 8%, ?
67) CCCCCCN=CC1=C(O)CC(C)(C)CC1=O
    1%, 0%, 0%
68) O=C(Nc1ccc(OC(F)(F)F)cc1)C1CC(c2ccc(F)cc2)=NO1 (configuration not stated)
    -7%, 2%, -1%
69) CCOC(=O)C1CCCN(Cc2cc(Br)c(OC)cc2OC)C1 (configuration not stated)
    -2%, -8%, -17%
70) Cc1cc(NC(=O)CSCCO)no1
    19%, 7%, 2%
71) CS(=O)(=O)N1CCN(c2ccc(NC(=O)C(c3ccccc3)c3ccccc3)cc2)CC1
    -3%, -8%, -20%
72) COc1ccccc1NC(=O)CSc1ccc(-c2ccco2)nn1
    ?, 2%, 2%
73) Cc1[nH]c(=O)cc2ccccc12
    16%, ?, 0%
74) COc1ccccc1C1CC(=O)Oc2cc(OC)c(OC)c(OC)c21 (configuration not stated)
    -1%, -9%, 3%
75) Cc1ccccc1NC(=O)Cc1cccc(C(F)(F)F)c1
    -1%, 1%, -2%
76) CCCNC(=O)C1(CC2CC(c3ccccc3)=NO2)CCN(C(=O)C2CCCC2)CC1 (configuration not stated)
    -2%, -5%, -2%
77) Cc1nn(C(=O)c2cccc([N+](=O)[O-])c2)c(C)c1Br
    2%, -4%, 20%
78) Cn1c(=O)oc2cc(S(=O)(=O)NC(Cc3ccccc3)C(=O)NCc3ccc(F)cc3)ccc21 (configuration not stated)
    -1%, -3%, 3%
79) CCCCCCc1cc2cc(-c3nnc(-c4cc(OC)c(OC)c(OC)c4)o3)c(=O)oc2cc1O
    -2%, -22%, ?
80) COc1cccc(/C=N/Nc2ncnc(Cl)c2N)c1O
    -4%, -18%, 0.82µM*

Another view of 4 compounds above.
entry	compound	KAT2A inh	FEN1 inhibitor	TDP1 cell CPT
70	Cc1cc(NC(=O)CSCCO)no1	19%	7%	2%
71	CS(=O)(=O)N1CCN(c2ccc(NC(=O)C(c3ccccc3)c3ccccc3)cc2)CC1	-3%	-8%	-20%
72	COc1ccccc1NC(=O)CSc1ccc(-c2ccco2)nn1	?	2%	2%
73	Cc1[nH]c(=O)cc2ccccc12	16%	?	0%

Following part
Order of values – KAT2A inh, FEN1 inhibitor, TDP1 cell CPT
81) COc1ccc(-c2nnc(SCc3cc(=O)c4cc(C)cc(C)c4[nH]3)n2C)cc1
    -14%, 11%, 23µM*
82) O=C(COc1ccccc1)Nc1nc(-c2ccc(S(=O)(=O)N3CCOCC3)cc2)cs1
    -12%, -19%, ?
83) CC(C)[C@H]1CN=C2N(CCNC(=O)CCC3CCCCC3)[C@H](Cc3ccc(O)cc3)CN21
    -22%, 4%, 13µM*
84) Cc1noc(C)c1C(=O)OCC(=O)Nc1ncc(Cl)c(C)c1Cl
    -16%, -1%, -16%
85) O=C(N/N=C(\CC(=O)c1cccs1)C(F)(F)F)c1ccncc1
    -7%, -11%, 35%[activator]
86) CCCOC(=S)NC(=O)c1sc2ccccc2c1Cl
    -11%, 4%, -13%
87) CC(C)(C)CC(=O)NCC(c1ccc2c(c1)OCO2)N1CCOCC1 (configuration not stated)
    11%, -6%, 3%
88) COc1cccc(C(=O)NC(=S)Nn2cnnc2)c1OC
    -8%, -3%, 9%
89) COc1cc(OC)c(OC)cc1/C=C/c1nc2cc3ccccc3cc2c(=O)n1-c1ccc(F)cc1F
    -10%, -11%, 12µM*
90) N=c1c2c(ncn1Cc1ccco1)Oc1c(ccc3ccccc13)C2c1ccccc1 (configuration not stated)
    -8%, -13%, ?
91) COc1ccc2cc3cc(C(=O)N4CCN(c5cccc(C(F)(F)F)c5)CC4)sc3nc2c1
    -3%, 2%, 0%
92) C=CCC1c2cccc(C(=O)O)c2C(=O)N1c1cccc(OC)c1 (configuration not stated)
    0%, 24%, -9%
93) O=C1CCCN1CCCNC(=S)Nc1ccccc1
    -12%, 2%, 7%
